HTR5A ag = counter-screen for OPRM1-OPRD1 agonists: human HTR5A agonism; P47898; HTR5A agonist assay, luminescence, cell-based; activation, % at 9.3 µM; 0.61% of 340,000 active; in the data active means activation mostly above about 9.5%, no sharp cut-off; inactive means mostly below about 7.6%;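 further: 0% = cells with vehicle only and 100% = reference agonist; strong numbers were not always called active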
PfHsp90 set2 = reduces growth (ATP signal) of yeast expressing P. falciparum Hsp90; 0.32% of 310,000 active; S. cerevisiae expressing PfHsp90, BacTiter-Glo ATP, 48 h; yeast lacking PDR1 and PDR3 efflux regulators; inhibition, % at 9.4 µM;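 active means every replicate shows inhibition above about 80%, whatever the replicate mean, limit read from the data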;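 further: 0% = DMSO neutral controls and 100% = 20 µM radicicol positive controls; yeast relying on Plasmodium falciparum Hsp90 in place of its own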
MOR-DOR ag = agonists of human mu-delta opioid receptor heterodimerization | P35372+P41143 | cells, OPRM1-OPRD1 heterodimerization, luminescence | activation, % at 9.3 µM | 0.3% of 340,000 active | AID 504326; in the data active means activation above about 18%;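 further: 0% = vehicle-treated cells and 100% = reference agonist; values of inactives mirror those of a sister screen read the other way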
SUMO Mot1 rescue = SUMOylation pathway inhibition by Mot1-301 growth rescue | S. cerevisiae Mot1-301 growth rescue, ATP luminescence, 38.5C; percent above DMSO median, 100 means doubled | growth rescue, % at 18.8 µM | 1% of 320,000 active;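 active means every valid replicate shows activation above 250% relative to neutral control wells; inactive means the rest, any valid replicate at or below 250%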;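 further: OY570 slx delta 5 strain wells were the positive control but not used for scaling; some compounds called inactive have numbers as strong as hits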
Pemphigus Ab inh = inhibitors of pemphigus antibody binding to human desmoglein-3. P32926. DSG3-coupled beads, scFv-anti-DSG3-GFP binding, flow cytometry; hits give low values. binding (percent of control), % at 10 µM. 0.48% of 310,000 active. AID 588358;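 active means binding more than 3 SD below its plate's average and above zero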;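 further: hits lower antibody fragment binding to DSG3; some compounds called inactive have numbers as strong as hits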
Target sequence (P32926 whole entry, looked up, the tested form may be a part): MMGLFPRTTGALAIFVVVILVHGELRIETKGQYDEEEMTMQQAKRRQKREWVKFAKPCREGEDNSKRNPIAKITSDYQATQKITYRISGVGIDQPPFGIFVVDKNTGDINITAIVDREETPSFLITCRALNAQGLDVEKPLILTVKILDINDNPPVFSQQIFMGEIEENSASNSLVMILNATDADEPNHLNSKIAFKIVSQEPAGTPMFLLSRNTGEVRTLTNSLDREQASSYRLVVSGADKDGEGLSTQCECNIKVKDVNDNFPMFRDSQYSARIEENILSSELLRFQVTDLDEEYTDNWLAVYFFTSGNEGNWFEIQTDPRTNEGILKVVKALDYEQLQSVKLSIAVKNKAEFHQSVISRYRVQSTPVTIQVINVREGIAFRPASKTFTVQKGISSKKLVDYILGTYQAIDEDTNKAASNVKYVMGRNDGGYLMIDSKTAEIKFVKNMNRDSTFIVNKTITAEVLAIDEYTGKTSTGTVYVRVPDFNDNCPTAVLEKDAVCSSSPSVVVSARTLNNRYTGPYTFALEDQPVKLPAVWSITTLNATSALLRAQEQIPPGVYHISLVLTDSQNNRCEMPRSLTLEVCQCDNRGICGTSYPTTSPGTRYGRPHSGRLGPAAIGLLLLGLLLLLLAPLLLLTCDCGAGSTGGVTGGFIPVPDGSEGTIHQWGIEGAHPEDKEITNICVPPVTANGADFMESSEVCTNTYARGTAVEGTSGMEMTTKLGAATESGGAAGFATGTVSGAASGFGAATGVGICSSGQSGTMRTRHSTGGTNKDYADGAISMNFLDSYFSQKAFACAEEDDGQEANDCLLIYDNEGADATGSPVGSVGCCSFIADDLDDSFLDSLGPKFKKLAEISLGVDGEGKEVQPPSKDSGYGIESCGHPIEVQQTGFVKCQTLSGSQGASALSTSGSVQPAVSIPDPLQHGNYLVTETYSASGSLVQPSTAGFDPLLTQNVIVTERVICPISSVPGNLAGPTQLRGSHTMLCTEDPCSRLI
phage Ecoli inh = E. coli growth loss with phage present | growth absorbance | inhibition, % at 11.9 µM | 0.26% of 360,000 active; in the data active means inhibition above about 11%
AddAB inh = less growth of phage-infected E. coli with AddAB; E. coli expressing H. pylori AddAB, absorbance growth; inhibition, % at 11.9 µM; 0.29% of 330,000 active; in the data active means inhibition above about 12%;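 further: 0% = vehicle wells of infected cells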
PKA-R1A act = activates the PKA-R1A holoenzyme complex | activation, % at 11.4 µM | AID 504707 | 0.083% of 340,000 active | PKA-R1A dissociation, Cy5-IP20 fluorescence polarization; scaled: DMSO 0%, 113 µM cGMP 100%;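 active means percent activation above the mean of all tested compounds plus 3 SD, cut at about 19% in these data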;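 further: higher means more PKAc released from R1A so a rise in polarization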
OPRM1-OPRD1 inv = inverse agonists of human mu-delta opioid receptor heterodimerization; P35372+P41143; 0.21% of 340,000 active; AID 504357; cell-based MOR-DOR heterodimer luminescence, inverse agonism; inhibition, % at 9.3 µM; in the data active means inhibition above about 22%, passing the limit was not always enough;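 further: 0% = cells with DMSO and 100% = wells without cells with DMSO; values of inactives mirror those of a sister screen read the other way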
HTR5A inv ctr = counter-screen for OPRM1-OPRD1 inverse agonists: human HTR5A inverse agonism. HTR5A cell line, luminescence. inhibition, % at 9.3 µM. 0.083% of 340,000 active. AID 504634. P47898; in the data active means inhibition mostly above about 23%, no sharp cut-off; inactive means mostly below about 18%;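 further: 0% = cells with DMSO and 100% = no-cell wells with DMSO; some compounds called inactive have numbers as strong as hits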
Ecoli viability = bacterial growth inhibition, counter-screen for AddAB inhibitors. inhibition, % at 11.9 µM. E. coli V3065 growth, OD600 absorbance, 18 h. AID 449728. 0.27% of 330,000 active;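 active means inhibition above the campaign's mean inhibition across all tested compounds plus 3 SD, cut at about 9.9% in these data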;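 further: uninfected addAB+ strain grown without phage in ampicillin broth; 0% = DMSO wells and 100% = ciprofloxacin 0.95 µg/ml wells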
* marks the source's active call; other numbers are inactive results; · = no result given.

smiles	PfHsp90 set2	AddAB inh	phage Ecoli inh	SUMO Mot1 rescue	MOR-DOR ag	OPRM1-OPRD1 inv	Ecoli viability	HTR5A inv ctr	Pemphigus Ab inh	HTR5A ag	PKA-R1A act
O=C(COC(=O)c1ccccc1Br)NCCN1C(=O)CSC1=O	-12	1.5	1.1	-7	-3.0	14	-0.1	10	·	-4	-7
CC(C)(C)c1ccc(CSc2nnc(-c3ccccc3NC(=O)c3ccccc3)o2)cc1	-16	1.2	2.3	1	-2.4	13	-0.4	-4	102	1	-8
O=C(N/N=C\C=C\c1ccc2c(c1)OCO2)C1COc2ccccc2O1 (configuration not stated)	38	-0.8	5.2	6	-1.4	9	-2.1	9	93	8	-9
CCC(=O)N1CCc2cc(S(=O)(=O)CCC(=O)Nc3ccc(OC)cc3)ccc21	-6	0.1	-1.6	19	-2.4	12	1.9	1	·	1	3
COc1ccc(NC(=O)COc2cccc3c2CCN(Cc2cccnc2)C3=O)cc1	-8	0.9	0.3	-9	-2.1	12	0.8	-6	116	2	3
CN(c1ccccc1)S(=O)(=O)c1ccc(C(=O)NCc2ccco2)cc1	-1	·	-1.9	·	-5.0	24	·	-8	103	2	-1
Cc1ccc2nc(NNC(=O)c3ccc(S(=O)(=O)N4CCc5ccccc5C4)cc3)sc2c1	11	9.7	8.9	-28	7.4	-38	7.2	-15	86	5	-6
CC(C)(C)C(=O)NC(=S)N1CCCC1	31	0.8	1.3	-10	-3.7	19	0.3	7	88	2	-4
O=C(c1ccc(CN2CCOCC2)cc1)N1CCN(c2ccccc2F)CC1	-4	1.9	-0.9	10	-3.4	16	2.2	-2	·	4	-1
CC1=NNC(=O)C1CCC(=O)N/N=C/c1ccc(Cl)cc1 (configuration not stated)	23	1.0	4.9	-10	-2.0	10	-2.4	-7	101	4	-1
CC(Oc1cc2oc(=O)c3c(c2cc1Cl)CCC3)C(=O)NCCCN1CCCC1=O (configuration not stated)	2	2.0	-0.5	7	-2.0	11	-0.2	1	101	0	3
c1nnn(C23CC4CC(CC(C4)C2)C3)n1	2	3.1	2.8	15	-3.3	18	3.8	1	99	0	-8
O=C(c1ccco1)N1CCN=C1SCc1cccc(Cl)c1	4	3.3	0.5	138	-0.9	5	-0.4	1	108	0	-11
COc1cc(OC)cc(C(=O)NCC(=O)OCC(=O)N2CC(C)CC(C)C2)c1 (configuration not stated)	14	4.4	1.8	-5	-1.3	7	-1.4	-5	95	2	10
O=C(c1ccc(S(=O)(=O)N2CCCC2)cc1)N(c1ccc(F)cc1)C1C=CS(=O)(=O)C1 (configuration not stated)	-33	1.5	2.4	-5	-1.4	7	0.5	-7	99	1	-14
Cn1c(=O)c2[nH]c(CNc3ccc(C(=O)O)cc3)nc2n(C)c1=O	-6	-2.0	2.5	1	-0.6	3	-1.4	-12	109	3	12
O=C(NCc1cccnc1)c1ccccc1NS(=O)(=O)c1ccc(F)cc1	17	-2.0	-1.5	-16	-2.9	16	1.9	-21	103	0	3
O=C(Oc1cccc(N2C(=O)CCC2=O)c1)c1ccccc1	-12	2.9	1.1	-19	-1.5	8	-1.5	4	98	2	-19
O=[N+]([O-])c1ccccc1N=Nc1c(O)[nH]c2ccc(F)cc12	-5	·	2.5	·	0.7	-3	·	4	94	-1	5
O=C(O)c1cc(-c2ccc(Cl)cc2)n(-c2cccc(Cl)c2)n1	13	2.0	-0.6	-9	-4.2	19	-1.0	8	97	-2	-5
COc1ccc(C2N=C(c3ccccc3)C(C)(C)N2O)cc1 (configuration not stated)	-7	0.3	3.0	-5	-7.5	43*	2.9	-23	101	-1	-15
O=C(Nn1cnnc1)c1ccc(Cl)cc1[N+](=O)[O-]	1	1.2	1.0	345	0.7	-3	-1.0	-7	100	2	-4
O=[N+]([O-])c1ccc2c(c1)c(-c1ccccc1)nc1nncn12	·	·	2.6	·	2.4	-12	·	-4	111	-1	-5
NS(=O)(=O)c1cccc(NC(=O)c2cccc(S(=O)(=O)N3CCCCCC3)c2)c1	9	-0.6	3.1	7	-2.4	13	0.2	16	109	-4	-5
Cc1ccccc1-n1c(O)c(/C=C/C=Nc2ccccc2)c(=O)[nH]c1=O	-5	4.2	1.3	10	-2.7	15	2.0	-44	·	3	3
Cc1cc2c(cc1S(=O)(=O)NCc1ccc(N(C)C)cc1)OCC(=O)N2	-75	-1.3	3.5	-2	0.8	-4	0.3	-2	112	7	-2
COc1cc(C=O)ccc1OCCOCCOc1cc(C)ccc1Cl	-3	2.3	1.9	1	-1.2	5	-0.5	9	·	-4	2
CSc1n[nH]c(NCc2ccc(Cl)cc2)n1	26	-0.8	2.1	2	-2.9	13	-0.9	18	104	-6	-7
COc1ccccc1CCNC(=O)CSc1ccc(-c2ccco2)nn1	6	-2.1	0.3	6	-3.5	17	-0.3	7	110	-3	-1
CCCc1nc2ccc(NC(C)=O)cc2c(=O)n1Cc1ccccc1Cl	0	0.3	1.0	-1	-1.5	7	0.9	12	104	-3	8
Cc1cc(C(=O)N/N=C/c2ccc(Cl)c([N+](=O)[O-])c2)c(C)n1-c1ccc(F)cc1	13	5.1	2.7	19	3.6	-20	0.1	3	99	-1	4
Cc1ccc(C(=O)OCC(=O)NCCc2ccc(F)cc2)cc1S(=O)(=O)N1CCOCC1	-11	-0.3	-0.9	-9	-4.0	16	-2.2	19	98	-8	2
CN(C)c1cccc2c1c(NC(=O)Nc1ccccc1)nn2C	-2	-1.5	2.2	3	1.3	-6	-3.4	-29	·	3	-6
O=C(c1cc(-c2cccs2)on1)N1CCc2ccccc2C1	·	0.3	3.2	0	4.6	-26	-0.2	7	103	4	-6
c1coc(-c2nnc(SCc3cn4ccccc4n3)o2)c1	-1	5.2	5.5	211	-2.9	14	6.0	-14	94	6	-3
O=S(=O)(c1ccccc1)N(CC1CO1)c1cc(Cl)ccc1Cl (configuration not stated)	-10	2.5	2.8	-12	2.1	-13	0.4	6	·	3	-11

Full records, quoted from the list. Screens in order: PfHsp90 set2 | AddAB inh | phage Ecoli inh | SUMO Mot1 rescue | MOR-DOR ag | OPRM1-OPRD1 inv | Ecoli viability | HTR5A inv ctr | Pemphigus Ab inh | HTR5A ag | PKA-R1A act
Cc1ccccc1-n1c(O)c(/C=C/C=Nc2ccccc2)c(=O)[nH]c1=O is listed with -5 | 4.2 | 1.3 | 10 | -2.7 | 15 | 2.0 | -44 | · | 3 | 3
O=C(c1cc(-c2cccs2)on1)N1CCc2ccccc2C1 is listed with · | 0.3 | 3.2 | 0 | 4.6 | -26 | -0.2 | 7 | 103 | 4 | -6
c1coc(-c2nnc(SCc3cn4ccccc4n3)o2)c1 is listed with -1 | 5.2 | 5.5 | 211 | -2.9 | 14 | 6.0 | -14 | 94 | 6 | -3

More compounds.
smiles	PfHsp90 set2	AddAB inh	phage Ecoli inh	SUMO Mot1 rescue	MOR-DOR ag	OPRM1-OPRD1 inv	Ecoli viability	HTR5A inv ctr	Pemphigus Ab inh	HTR5A ag	PKA-R1A act
CCCC1c2ccsc2CCN1C(=S)NC (configuration not stated)	-2	1.8	-2.3	5	-3.0	15	1.2	7	·	-3	-5
O=C(COc1ccc(Cl)c(Cl)c1)NN1C(=O)C2C(C1=O)C1C=CC2C12CC2 (configuration not stated)	24	-2.4	2.5	2	-1.3	9	-0.1	11	88	-4	0
OC[C@@H](O)[C@@H](O)[C@H](O)[C@@H](O)CO	-14	1.3	1.5	-19	-3.2	16	2.8	24	·	-2	-1
Cc1ccc2c(CSc3nnc(C4CC4)n3N)cc(=O)oc2c1	6	1.8	-0.6	3	0.5	-3	1.2	7	104	-3	-10
CC(C)OCCCNC(=O)CN1CCN(Cc2ccc(Cl)cc2)C1=O	9	3.2	2.7	-7	-3.4	15	0.8	-3	96	1	1
CC(C)c1ccc(S(=O)(=O)Nc2ccc(N3CCOCC3)cc2)cc1	-136	1.9	5.1	34	1.0	-6	-0.9	-28	114	-7	6
CCOC(=O)c1cc(C#N)c(N2CCNCC2)nc1C(F)(F)F	3	-1.5	-2.1	1	-0.5	2	0.1	0	·	0	-6
COc1cccc(OCc2nn3c(=O)c(-c4ccccc4)nnc3s2)c1	-23	·	0.6	9	-1.1	5	·	-1	113	0	-1
COc1ccc(NC(=O)C(NC(C)=O)C(=O)NCc2ccccc2)cc1 (configuration not stated)	18	2.1	2.6	8	-3.0	12	-3.6	-18	·	1	-9
Cc1ccc(NC(=S)Nc2ncccc2C)c(C)c1	3	1.8	0.5	7	-4.0	19	0.1	-20	117	-1	-8
COc1ccc(C=CC(=O)C=CC=Cc2ccccc2)cc1	·	·	-0.6	·	-2.1	11	·	5	91	-1	4
CCOc1cc(N2CCOCC2)c(OCC)cc1NC(=O)CN1C(=O)NC(C)(c2ccc(OC)cc2)C1=O (configuration not stated)	·	·	-0.1	·	2.2	-9	·	5	107	0	-3
O=C(COc1ccccc1)NC(NC(=S)Nc1ccccc1O)C(Cl)(Cl)Cl (configuration not stated)	-1	3.6	2.3	4	2.5	-14	-0.6	10	109	1	-1
COc1ccc(C(=O)NNC(=O)c2cccc3ccccc23)cc1	6	·	2.7	·	-2.2	11	·	1	95	0	5
O=C(Cn1nnc(-c2ccc(Cl)cc2)n1)NC1CC2CCC1C2 (configuration not stated)	-4	6.5	0.9	1	4.1	-25	0.8	-16	97	-1	-3

Compound activity deposited in PubChem BioAssay by several laboratories.
